Screens (PubChem)
bovine MsrA act: activates bovine MsrA enzyme; purified bovine MsrA, absorbance read-out; actives 0.3% (n = 360,000); activation, % at 10.6 µM; AID 602163; in the data active = activation above about 7.5%;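 note: 0% = vehicle and 100% = reference activator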
eLon inh: E. coli protease La inhibition; purified E. coli Lon protease, fluorescence polarization; inhibition, % at 7.94 µM; actives 0.42% (n = 360,000); in the data active = inhibition above about 13%, passing the limit was not always enough;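 note: 0% = enzyme with probe and DMSO and 100% = no enzyme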
Rin1 Abl inh: inhibitors of human Rin1-Abl protein interaction; P00519+Q13671; TR-FRET Rin1/Abl binding, biochemical; inhibition, % at 7.35 µM; actives 0.4% (n = 360,000); AID 588664; in the data active = inhibition above about 5%, passing the limit was not always enough
FAS TE block: inhibitors of human fatty acid synthase thioesterase domain; P49327; AID 602261; actives 0.67% (n = 360,000); recombinant FAS-TE, OMFH fluorogenic substrate, fluorescence endpoint; inhibition, % at 15 µM;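 active = compounds whose normalised, plate-corrected inhibition of enzyme fluorescence in the single-dose primary screen is 50% or more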;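 note: 0% = DMSO with enzyme and 100% = substrate without enzyme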
SKN-1 block: inhibitors of C. elegans SKN-1; C. elegans VP596 Pgst-4::GFP/RFP ratio, acrylamide-induced, 24 h; AID 624304; actives 0.49% (n = 360,000); inhibition, % at 21.8 µM;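 active = interference check ratio from 0.5 to 1.5 plus GFP to RFP signal ratio inhibition reaching or exceeding a fixed threshold, cut at about 30% in these data, passing the limit was not always enough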; note: some compounds called inactive have numbers as strong as hits
MsrA inh: bovine MsrA inhibition; purified bovine MsrA, absorbance read-out; inhibition, % at 15.5 µM; actives 0.75% (n = 360,000); AID 651718; in the data active = inhibition above about 4.5%;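 note: 0% = vehicle wells with enzyme and 100% = reference inhibitor wells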
Neddylation inh: cullin neddylation inhibition; TR-FRET cullin neddylation, biochemical; calls only at 25 µM; actives 0.58% (n = 360,000); in the data active = inhibition above about 36%
NRP1-CendR mod: modulators of CendR peptide binding to human neuropilin-1; O14786; actives 0.85% (n = 360,000); FAM-RPARPAR peptide binding to NRP-1, fluorescence polarization; inhibition, % at 25 µM; AID 602438;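 active = inhibition or corrected inhibition above about 18%, plus a signal ratio from 0.5 to 1.5, limit read from the data, passing the limit was not always enough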; note: strong numbers were not always called active
MT1-MMP act inh: blocks activation of human MT1-MMP; actives 0.061% (n = 360,000); GFP/RFP ratio change, % at 20 µM; HT1080 RFP-PRO-GFP cells, GFP/RFP ratio fluorescence, overnight; percent of plate control window, DMSO zero; P50281; AID 651647;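 active = GFP/RFP ratio change of at least 30% with cell ATP level not reduced by more than half and red fluorescence within 50% of control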; note: strong numbers were not always called active
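Test system: HT1080 RFP-PRO-GFP cells; Benchmarks: DMSO and RFP-L50D-GFP cell wells; Timing: cells overnight before dosing, compound overnight, 37 °C, 5% CO2; Compound: one 20 µM compound dose with 1% DMSO; Read-out: GFP/RFP fluorescence ratio.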
* hit, by the source's call; i = inactive; . = no result given; + = active, no number.

SMILES	bovine MsrA act	eLon inh	Rin1 Abl inh	FAS TE block	SKN-1 block	MsrA inh	Neddylation inh	NRP1-CendR mod	MT1-MMP act inh
CCCS(=O)(=O)Nc1c(C(=O)O)[nH]c2ccc(OC)cc12	-3	6	1	-1	8	0.1	.	11	3
CN1CCSc2ccc(C(=O)NCc3ccccc3)cc21	0	-5	-8	-2	11	0.1	.	0	1
Cc1cc(NC(=O)Nc2ccccc2[N+](=O)[O-])n(C)n1	-14	-7	-1	-6	1	-0.4	i	9	0
COc1ccc(-c2cc(-c3cccs3)c(C#N)c(SCC(=O)NCc3ccccc3)n2)cc1	-3	0	-1	-6	6	0.6	i	-11	4
COC(=O)[C@@H]1C[C@@H]2CC[C@@H](O)C[C@@H]2N1Cc1ccc(C(F)(F)F)cc1	-2	-7	4	-2	10	-0.1	i	4	-2
COc1ccc([C@H]2/C=C\CN(C(=O)C3CC3)[C@@H](C)C(=O)N2Cc2ccc(F)cc2)cc1	-5	-6	3	-5	-7	-0.7	i	33*	-7
COc1ccc(N2CCN(C(=O)c3ccncc3)CC2)cc1	-2	3	0	-9	-17	0.7	i	8	4
COc1ccc(S(=O)(=O)NCc2ccc3c(c2)OCO3)cc1C(=O)O	1	-2	2	-1	-5	0.5	i	3	4
O=C1CCCN2N=C(SCC(=O)Nc3ccc(Cl)cc3)SC2=N1	-2	5	1	1	16	1.0	i	-2	2
O=C1C(Nc2ccccc2)=C2CCCC=C2N1c1ccccc1	-2	1	1	4	10	2.3	i	-2	-5
Cc1ccc(NC(=O)C2C3CCC(O3)C2C(=O)O)cc1C (configuration not stated)	-5	-4	-2	-5	18	-1.1	i	-4	2
C#CCOCCOCCOCCNc1nc(N2CCN(C(=O)[C@H](CCCCN)n3cc([C@@H](N)CC(C)C)nn3)CC2)nc(N2CCN(C(=O)[C@H](CCCCN)n3cc([C@@H](N)CC(C)C)nn3)CC2)n1	3	-33	-1	-14	16	.	i	-24	-2
COc1ccc(NC(=O)CN2CCCC2)cc1	-6	2	-1	-6	-16	-0.8	i	0	1
O=C(c1cccc(Cl)c1)N1CCC2CC1c1cc(-c3ccccc3)ccc12 (configuration not stated)	0	-3	3	22	-7	-0.6	i	-19	3
Cc1c(NC(=S)Nc2cccc(Cl)c2)c(=O)n(-c2ccccc2)n1C	-3	-7	-1	-3	2	1.8	i	-7	-2
Cc1cccc(NC(=S)NC2CCCC2)c1	-2	-5	-2	-8	12	-1.0	i	-4	4
O=C(C1=C[C@H](c2ccc3c(c2)OCO3)C[C@H](OCc2ccc(CO)cc2)O1)N1CCOCC1	-1	-8	2	-8	4	0.2	i	11	2
COc1ccc(NS(=O)(=O)c2cccc(C(=O)NNC(=O)c3cc(C)oc3C)c2)cc1	-1	-2	0	-4	10	0.7	i	-14	7
CCn1nc(NC(=O)COC)c2cc3cc(C)ccc3nc21	-5	9	-1	1	-4	0.6	i	-7	1
OC(COc1c(F)cc(Br)cc1F)CN1CCOCC1 (configuration not stated)	0	-4	-3	-6	12	0.5	i	4	-3
CSc1ccccc1NC(=O)C(C)N1C(=O)c2ccccc2S1(=O)=O (configuration not stated)	-2	-13	-1	-4	1	-0.1	i	-10	1
COc1ccc(NC(=S)NCc2ccccc2)c(OC)c1	-4	5	1	-2	6	1.1	i	-7	-1
CCN(CC)S(=O)(=O)c1ccc(NC(=S)NC(=O)C(C)C)cc1	-4	-6	0	-1	4	-1.1	i	-2	5
CCCCN(C(=O)c1cc(OC)c(OC)c(OC)c1)C1=CC2CCC(C1)N2C (configuration not stated)	-9	1	1	-5	2	1.1	i	-1	0
CCOc1ccc(N(CC(=O)Nc2ccc(C)cc2C)S(C)(=O)=O)cc1	-12	-3	-2	-1	-28	0.4	i	1	-2
Cc1cc(CNC(=O)COC(=O)C2CC3CCCC(C2)C3=O)cc(C)c1O (configuration not stated)	-3	2	3	-4	6	-1.0	i	-5	-4
O=C(O)c1ccccc1C(=O)OCCCc1ccncc1	-3	-9	4	-6	7	-1.4	i	4	5
CC(/C=N/n1c(-c2ccc(Cl)cc2)n[nH]c1=S)=C\c1ccco1	0	-6	-1	1	0	2.5	i	-36	-4
O=C(C[C@H]1CC[C@H]2[C@@H](COC[C@@H](O)CN2C(=O)c2cnccn2)O1)NCc1ccc(Oc2ccccc2)cc1	.	.	.	.	9	0.1	i	5	-1
CC(=O)Nc1nonc1NC(=O)CSc1nc2ccccc2o1	-2	2	-1	-4	13	-0.1	i	2	-1
N#Cc1ccc(OCC(=O)Nc2ccc(S(=O)(=O)N3CCOCC3)cc2)cc1	0	-6	3	1	-9	-1.4	i	-3	-1
CCOC(=O)C1=CNS(=O)(=O)NC1c1ccc(OC(C)=O)cc1 (configuration not stated)	-1	-1	-1	-11	4	1.0	i	4	1
O=C(COC(=O)C1CCN(c2ccc(C(F)(F)F)cn2)CC1)Nc1cccc(F)c1	0	-6	-1	36	-6	0.7	i	1	9
COc1cc([C@H]2c3[nH]c4ccccc4c3C[C@H]3C(=O)N4[C@@H](c5cc(OC)c(OC)c(OC)c5)c5[nH]c6ccccc6c5C[C@H]4C(=O)N23)cc(OC)c1OC	-1	-19	-1	12	-11	.	i	-6	2
O=Cc1c[nH]c2ccc(S(=O)(=O)N3CCOCC3)cc12	-3	-5	0	-8	6	-0.1	i	-7	-4
c1coc(-c2nnc(-c3cccs3)o2)c1	-3	-9	-1	-9	17	1.7	.	7	5
Nc1ncc(C(=O)O)c(-c2ccccc2)n1	-1	1	-1	-9	22	-0.2	i	4	0
Cc1ccc2nc(-c3ccc(C#N)cc3)c(Cc3cccc(Cl)c3)n2c1	0	-9	1	18	14	1.3	.	-4	-7
CCN(CC)CCCN(C(=O)c1cccc(C)c1)c1nc(-c2ccc(OC)cc2)cs1	0	-2	0	4	1	0.6	i	-1	.
CC1=C(C#N)C(C)C2=C(CC(C)(C)CC2=O)N1 (configuration not stated)	-3	-11	1	-4	11	-0.1	.	-11	0
CCOc1cc(C(C(=O)NCC2CCCO2)N(C(=O)Cn2nnc3ccccc32)c2ccc(OC)c(OC)c2)ccc1O (configuration not stated)	-1	-5	-1	-4	3	0.2	i	-2	3
Cc1cc(=O)oc2c3c(cc(OCC(=O)NCc4ccccc4)c12)OC(C)(C)CC3	1	-1	1	16	4	0.9	.	-1	14
COc1ccc(OC(=O)COc2ccccc2C)cc1	-2	5	0	2	-7	0.3	i	1	-2
COc1ccccc1N(CC(=O)Nc1ccc(Br)cc1F)S(=O)(=O)c1cccs1	-1	9	-2	28	-5	1.5	i	-6	-6
CCOC(=O)NC(=O)CSc1ccc(C)cc1C	-4	-7	-6	-4	5	-1.1	i	3	-2
Cc1noc(C)c1NC(=O)N(C)C[C@H]1OCc2cnnn2CCCC(=O)N([C@H](C)CO)C[C@H]1C	-9	-2	-3	-6	1	-1.3	i	8	1
COc1ccc(C(=O)NCCNC(=O)c2cnccn2)cc1OC	-3	-1	-1	-4	2	-0.5	i	5	0
Cc1ccc(CN2CCN(/N=C/c3ccco3)CC2)c(C)c1	1	-8	3	1	-2	1.6	i	7	-1
C=CCn1c(SCC(=O)Nc2cc(C)ccc2OC)nnc1-c1ccco1	-9	4	4	-6	-12	0.0	i	-2	-2
Cn1nnnc1SCc1cc(=O)n2ccsc2n1	-2	1	2	-8	1	0.6	i	-16	1

The list continues.
SMILES	bovine MsrA act	eLon inh	Rin1 Abl inh	FAS TE block	SKN-1 block	MsrA inh	Neddylation inh	NRP1-CendR mod	MT1-MMP act inh
O=C(COC(=O)CCC(=O)c1cccs1)NCc1ccco1	-1	1	1	2	-5	-1.1	i	-15	-8
CCN1CCN(c2ncnc3c2cnn3-c2ccc(Cl)cc2)CC1	-6	-3	1	0	19	0.3	i	5	-1
CCOC(=O)C1(CCc2ccccc2)CCN(C(=O)CN2CCOC2=O)CC1	-1	10	-2	0	-1	0.8	i	-6	-7
CC1(NC(=O)CSc2nnc(-c3ccco3)n2Cc2ccccc2)CCS(=O)(=O)C1 (configuration not stated)	-7	-12	3	-5	-8	0.4	i	5	0
COc1ccc2nc(NC(=O)C(NS(=O)(=O)c3cccs3)C(C)C)sc2c1 (configuration not stated)	5	-4	0	-13	33	1.4	i	-6	-4
CCOP(=O)(OCC)/C(=N/OC(=O)c1cccc([N+](=O)[O-])c1)C(N)=O	-9	8	-4	2	-11	1.1	i	1	1
COc1cc2c(-c3ccc4[nH]ccc4c3)c(-c3ccc(C#N)cc3)oc(=O)c2cc1OC	-3	0	-1	55*	19	2.0	i	-14	-7
Cc1ccc(-c2nnn(CC(=O)Nc3ccc4nn(-c5ccccc5)nc4c3)n2)o1	-5	-6	0	-2	13	-1.7	i	-8	-2
COc1ccc(-c2cc(C(=O)Nc3cc(C)n(Cc4ccc(Cl)cc4)n3)no2)cc1OC	-3	2	-2	7	3	.	+	-18	7
O=c1[nH]ncn1-c1cccc(C(F)(F)F)c1	-1	3	4	-4	0	0.6	i	11	5

Part of the list above, field by field:
CCOC(=O)NC(=O)CSc1ccc(C)cc1C
  bovine MsrA act: -4
  eLon inh: -7
  Rin1 Abl inh: -6
  FAS TE block: -4
  SKN-1 block: 5
  MsrA inh: -1.1
  Neddylation inh: i
  NRP1-CendR mod: 3
  MT1-MMP act inh: -2
CSc1ccccc1NC(=O)C(C)N1C(=O)c2ccccc2S1(=O)=O (configuration not stated)
  bovine MsrA act: -2
  eLon inh: -13
  Rin1 Abl inh: -1
  FAS TE block: -4
  SKN-1 block: 1
  MsrA inh: -0.1
  Neddylation inh: i
  NRP1-CendR mod: -10
  MT1-MMP act inh: 1
Cc1ccc2nc(-c3ccc(C#N)cc3)c(Cc3cccc(Cl)c3)n2c1
  bovine MsrA act: 0
  eLon inh: -9
  Rin1 Abl inh: 1
  FAS TE block: 18
  SKN-1 block: 14
  MsrA inh: 1.3
  Neddylation inh: .
  NRP1-CendR mod: -4
  MT1-MMP act inh: -7

Following part.
SMILES	bovine MsrA act	eLon inh	Rin1 Abl inh	FAS TE block	SKN-1 block	MsrA inh	Neddylation inh	NRP1-CendR mod	MT1-MMP act inh
CC1(C(=O)Nc2ccc(Cl)c(Cl)c2)CCN1CCc1ccccc1 (configuration not stated)	-1	-2	-3	33	3	1.1	i	8	-1
CSc1nncc(=O)[nH]1	-2	1	0	-11	10	-1.4	i	5	1
CC(=O)Nc1ccc(NC(=O)C(C)OC(=O)c2ccc(OCc3c(C)noc3C)cc2)cc1 (configuration not stated)	8	-2	0	-5	-3	-1.4	i	-4	1
NCCCNC(=O)c1cc2ccccc2[nH]1	0	2	-1	-5	-4	-0.1	i	13	5
Cc1nc(N)c(Cc2ccc(Cl)cc2Cl)c(N)n1	-2	-6	2	0	2	0.0	i	-5	1
Cc1cc(C)n(Cc2ccc(C(=O)O)cc2)n1	-7	-5	2	-10	-3	-0.4	i	-8	3
CCN1CCN(S(=O)(=O)c2ccc(Cl)c(C(=O)Nc3nnc(C)s3)c2)CC1	-5	-3	3	-7	-5	0.4	i	7	2
Cc1c(NC(=O)CNCc2ccc3c(c2)OCO3)c(=O)n(-c2ccccc2)n1C	-2	1	0	-9	-14	0.5	i	-1	-1
C=CCn1c(-c2ccc([N+](=O)[O-])cc2)n[nH]c1=S	-9	0	-1	-8	-12	1.4	i	-9	-2
O=C(CN1C(=O)CSc2ccccc21)Nc1ccccc1C(=O)N1CCOCC1	-2	2	-1	-4	-3	-0.1	i	-2	3
CC1CC1C(=O)OCC(=O)Nc1ccccc1Oc1ccccc1 (configuration not stated)	-2	2	1	13	1	1.8	i	-5	3
COC1=C(Nc2ccccc2OC)C(=O)c2ccccc2C1=O	-10	8	1	0	-5	0.0	i	-12	0
N#CC1(NC(=O)COC(=O)c2nc(Cl)ccc2Cl)CCCCC1	-2	-2	2	-3	-2	-2.1	i	3	-2
CCCCn1nnnc1C(c1ccccc1)N1CCN(C(=O)c2ccco2)CC1 (configuration not stated)	-3	-2	.	-10	12	2.4	i	-1	2
Cc1nn(CC(=O)NCCCN2CCCC2)c(=O)c2nn(-c3ccccc3)c(C)c12	-2	2	-1	-7	6	-1.4	i	0	-1
CC(C)CN1C(=O)C(=O)N(CC(=O)c2ccc[nH]2)C1=O	-11	-2	3	-12	-15	0.6	i	20	-2
